NR3A LBD binder = NR3A (human) ligand-binding domain modulation; NR3A LBD differential scanning fluorimetry, Tm shift; 0% = protein alone, 100% = glycine-bound protein; Tm shift relative to glycine control, % at 25 µM; actives 2.5% (n = 340,000); AID 1259313;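 active means melting temperature shift of at least 10% of the positive control shift, at one fixed dose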
ATG4B inh = blocks human ATG4B protease cleavage of LC3 substrate; Q9Y4P1; ATG4B cleavage of LC3-PLA2, NBD-HPC fluorescence, 1 h; inhibition, % at 8.33 µM; actives 0.51% (n = 340,000); AID 504462; in the data active means inhibition above about 40%
SENP6 inh = inhibitors of human SENP6 protease | Q9GZR1 | Recombinant SENP6 catalytic domain, aminoluciferin luminescence | inhibition, % at 10 µM | actives 1.8% (n = 330,000) | AID 2599;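 active means inhibition above about 50% at the single tested dose, limit read from the data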;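 further: plate controls were DMSO wells with enzyme for no effect and DMSO wells lacking enzyme for full effect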
Target sequence (Q9GZR1 628-1112 limits assumed): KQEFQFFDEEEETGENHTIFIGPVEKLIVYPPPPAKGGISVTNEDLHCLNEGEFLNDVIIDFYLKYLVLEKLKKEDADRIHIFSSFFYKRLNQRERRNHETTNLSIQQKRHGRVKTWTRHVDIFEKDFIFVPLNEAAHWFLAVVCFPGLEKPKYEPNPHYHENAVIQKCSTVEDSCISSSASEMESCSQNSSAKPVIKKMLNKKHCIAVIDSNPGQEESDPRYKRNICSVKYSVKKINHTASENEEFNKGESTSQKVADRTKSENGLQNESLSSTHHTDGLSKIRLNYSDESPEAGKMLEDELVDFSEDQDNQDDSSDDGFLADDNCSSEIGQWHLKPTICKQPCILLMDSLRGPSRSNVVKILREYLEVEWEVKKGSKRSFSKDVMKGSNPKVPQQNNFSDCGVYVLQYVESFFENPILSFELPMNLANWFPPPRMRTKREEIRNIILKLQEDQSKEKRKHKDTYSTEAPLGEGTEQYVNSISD
PfGluPho inh = PfG6PD (Plasmodium falciparum) enzyme inhibition; inhibition, % at 20 µM; PfGluPho enzyme, NADPH resazurin-diaphorase fluorescence; actives 0.78% (n = 350,000); AID 504690;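 active means inhibition reaching at least a set limit at 20 µM in the primary screen, cut at about 59% in these data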;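 further: 0% = DMSO wells with substrate and 100% = DMSO wells lacking glucose-6-phosphate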
MPTP block = permeability transition pore inhibition. isolated mouse mitochondria, Ca2+ swelling absorbance, 30 min. inhibition, % at 10 µM. actives 1.4% (n = 360,000);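 active means inhibition of 50% or more, scaled per plate between neutral and stimulator controls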;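 further: 0% = DMSO wells given calcium and 100% = 1 mM EGTA wells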
SENP8 inh = inhibitors of human SENP8 protease | recombinant SENP8, Nedd8 substrate fluorescence | inhibition, % at 20 µM | actives 0.64% (n = 360,000) | AID 602440; in the data active means inhibition mostly above about 40%, no sharp cut-off; inactive means mostly below about 27%
SENP1 FRET inh = SENP1 (human) catalytic domain inhibition | AID 624204 | recombinant SENP1 catalytic domain, CyPet-SUMO1-YPet FRET cleavage | actives 0.21% (n = 360,000) | inhibition, % at 10 µM | Q9P0U3;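 active means inhibition at least 30% at 10 µM, raw YFP signal under a set limit, fluorescence ratio 0.5 to 1.5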;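 further: 0% = enzyme with DMSO and 100% = no enzyme wells; some results filed as inactive read as strong as hits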
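system = hSENP1 catalytic domain, recombinant | reagent = SFCypet-SUMO1-SFYpet substrate at 25 nM | doses = one dose per compound, 10 µM, 0.5% DMSO | incubation = enzyme reaction for 50 min at room temperature, dark | measured by = FRET, CFP and YFP emission | controls = no-enzyme low, enzyme-DMSO high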
hIAP act = increases human intestinal alkaline phosphatase activity | P09923 | purified human IAP, CDP-Star luminescence, 30 min; active compounds read high; 1 = vehicle-only enzyme, 0 = enzyme-free background | activation factor at 10 µM | actives 0.16% (n = 330,000) | AID 2524;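 active means activation factor of the enzyme at least 2-fold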; further: the source names both 10 and 20 µM as test concentration; values of inactives mirror those of a sister screen read the other way
Target sequence (P09923 whole entry, looked up): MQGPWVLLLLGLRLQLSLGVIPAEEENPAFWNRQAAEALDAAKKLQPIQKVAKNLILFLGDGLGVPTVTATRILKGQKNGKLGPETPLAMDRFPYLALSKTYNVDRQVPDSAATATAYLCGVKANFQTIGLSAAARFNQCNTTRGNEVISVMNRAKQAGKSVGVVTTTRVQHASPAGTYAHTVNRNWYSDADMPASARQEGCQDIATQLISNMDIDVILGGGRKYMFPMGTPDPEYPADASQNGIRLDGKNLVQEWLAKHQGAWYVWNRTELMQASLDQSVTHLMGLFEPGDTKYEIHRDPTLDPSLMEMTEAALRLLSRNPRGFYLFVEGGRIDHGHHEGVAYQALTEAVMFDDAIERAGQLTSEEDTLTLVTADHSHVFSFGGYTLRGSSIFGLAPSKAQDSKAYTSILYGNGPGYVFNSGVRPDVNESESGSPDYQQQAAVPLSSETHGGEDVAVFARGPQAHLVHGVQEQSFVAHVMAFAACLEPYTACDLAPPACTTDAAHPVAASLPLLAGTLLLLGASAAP
An asterisk follows results filed as active; . = no result given.

Order of values: NR3A LBD binder	ATG4B inh	SENP6 inh	PfGluPho inh	MPTP block	SENP8 inh	SENP1 FRET inh	hIAP act
1) Cc1ccc(SCC(=O)Nc2ccc(-c3nc4ccccc4[nH]3)cc2)cc1
    35*	-11	-15	4	6.4	-53	-1	0.95
2) CN1CCCC1CCNc1ccc2sc3ccccc3c(=O)c2c1 (stereo not given)
    -5	6	12	8	-0.6	-17	-30	0.99
3) N=C(CC1CC(=O)NC(=O)C1)C1=C(O)CCCC1=O
    -3	-3	-5	-8	-0.5	11	0	0.99
4) Cc1cccc(NC(=O)c2ccc(NCCc3ccccc3)c([N+](=O)[O-])c2)c1
    -6	0	-7	2	9.8	17	86*	1.1
5) CCOC(=O)c1ccc(N2CC(O)=C(c3nc4ccccc4c(=O)[nH]3)C2=N)cc1
    -1	-8	-2	-8	-5.4	-488	-25	1.5
6) CCCn1c(O)c(CN2CCCC(C)C2)c(C)c(C#N)c1=O (stereo not given)
    -3	-7	18	18	0.7	-89	-7	1.1
7) Cc1ccc(S(=O)(=O)N2CC(O)C[C@H]2C(=O)OCC(=O)c2ccccc2)cc1 (stereo not given in full)
    -1	0	-38	7	0.3	9	1	1
8) CC(Nc1ncnc2nc[nH]c12)c1ccccc1 (stereo not given)
    0	-6	-2	29	-1.5	8	-1	1.5
9) COc1ccc(C(=O)NCCCn2ccnc2)cc1
    1	-6	-26	4	-3.5	14	1	1.3
10) COc1ccc(C)cc1NC(=O)COC(=O)CCC(=O)c1cccs1
    0	-4	-3	10	-0.1	4	6	0.91
11) Cc1ccnc(SCCn2c(N3CCOCC3)nc3c2c(=O)[nH]c(=O)n3C)n1
    -3	-3	-9	-14	-2.0	16	1	0.85
12) N#C/C(C(=O)N1CCOCC1)=C1\Nc2ccccc2S1
    1	7	40	-12	3.2	1	0	0.92
13) Cc1ccc(NC(=O)N2CCC(=O)N2)cc1
    2	1	-6	-3	0.4	9	-1	0.83
14) CCCN(CCO)Cc1ccc(Br)cc1
    2	-1	-7	-14	-2.1	12	1	1.1
15) CCCC(=O)c1c(NC(C)C)cc(C)oc1=O
    -2	0	7	-22	1.2	6	1	1.1
16) COc1cc(NC(=O)Cn2nnc(-c3ccncc3)n2)cc(OC)c1
    .	-2	8	6	1.0	-192	-3	1.1
17) Cc1cc(C)c2sc(N(CCCN(C)C)C(=O)c3ccc(Br)s3)nc2c1
    0	3	6	5	5.3	-1	1	0.85
18) Cc1nc(SCC(=O)O)n[nH]1
    -1	-5	-14	0	1.3	33	1	1
19) COc1ccc(OC)c(S(=O)(=O)NCCC2=CCCCC2)c1
    2	1	8	-6	0.3	7	-3	0.96
20) COc1ccc(CC(=O)OCC(=O)Nc2ccc(C(=O)Nc3ccc(OC)cc3)cc2)cc1
    6	-5	9	-2	0.2	-20	0	0.98
21) O=C(Nc1cccc2ccccc12)c1ccc(Cn2cc(Cl)cn2)cc1
    -3	-8	-9	9	-0.1	7	2	1
22) O=C(CS(=O)(=O)c1ccccc1)N1CCN(c2ccccc2)CC1
    2	-10	-1	0	-3.1	23	1	0.94
23) CCOC(=O)/C(=N/Nc1ccc(Cl)cc1)S(=O)(=O)c1ccc(Cl)cc1
    1	19	3	-17	2.3	16	-1	1.1
24) O=C(Nc1ccccc1)/C(=C/c1cccnc1)NC(=O)c1ccco1
    7	-2	-9	5	1.4	0	-2	0.89
25) O=C(COC(=O)c1ccccc1O)Nc1cccc(S(=O)(=O)N2CCCC2)c1
    -6	-3	8	11	0.8	-18	0	0.95
26) O=S(=O)(/N=C(/NC(=S)Nc1ccccc1)c1ccccc1)c1ccc(Cl)cc1
    -3	-8	-2	9	0.7	17	1	0.81
27) Cc1ccc(NC(=O)c2cc(C)no2)cc1
    1	-4	4	1	0.1	13	1	1.1
28) CCOc1ccc(C(=O)NCC(=O)N2CCN(Cc3ccccc3)CC2)cc1
    1	-3	-6	5	0.8	2	1	0.89
29) COC(=O)c1cc(NC(=O)Cn2c(=O)oc3ccccc32)cc(C(=O)OC)c1
    1	-2	-70	-2	-3.7	-1	0	1.1
30) Cn1c(SCC(=O)N2CCN(c3ccccc3)CC2)nnc1-c1ccccc1
    1	-7	-10	-14	0.0	26	3	0.89

Brought forward from above: six entries, then new ones.
Order of values: NR3A LBD binder	ATG4B inh	SENP6 inh	PfGluPho inh	MPTP block	SENP8 inh	SENP1 FRET inh	hIAP act
25) O=C(COC(=O)c1ccccc1O)Nc1cccc(S(=O)(=O)N2CCCC2)c1
    -6	-3	8	11	0.8	-18	0	0.95
26) O=S(=O)(/N=C(/NC(=S)Nc1ccccc1)c1ccccc1)c1ccc(Cl)cc1
    -3	-8	-2	9	0.7	17	1	0.81
27) Cc1ccc(NC(=O)c2cc(C)no2)cc1
    1	-4	4	1	0.1	13	1	1.1
28) CCOc1ccc(C(=O)NCC(=O)N2CCN(Cc3ccccc3)CC2)cc1
    1	-3	-6	5	0.8	2	1	0.89
29) COC(=O)c1cc(NC(=O)Cn2c(=O)oc3ccccc32)cc(C(=O)OC)c1
    1	-2	-70	-2	-3.7	-1	0	1.1
30) Cn1c(SCC(=O)N2CCN(c3ccccc3)CC2)nnc1-c1ccccc1
    1	-7	-10	-14	0.0	26	3	0.89
31) COc1cccc(CN2CCNC(=O)C2CC(=O)NC2CCCCC2)c1OC (stereo not given)
    0	8	5	-10	-1.4	-12	-10	1.2
32) CCOc1cc(/C=C(\C#N)C(=O)Nc2cccc(C(=O)O)c2)cc(Br)c1OC(=O)c1ccc(OC)cc1
    -2	7	12	-5	-1.1	12	-34	0.8
33) O=C(CSc1nnc(Nc2ccccc2F)s1)NC1CCCC1
    -1	-20	-2	11	0.2	3	0	1.2
34) CC(C)(C)OC(=O)C[C@@H]1C/C=C\C[C@H](CC(=O)N(CCO)Cc2ccccc2)C(=O)N[C@@H](Cc2c[nH]c3ccccc23)COC1=O
    -3	-12	-7	14	0.1	-23	-5	0.96
35) Cc1ccc(F)cc1NC(=O)Cc1ncc(C(F)(F)F)cc1Cl
    1	-8	11	-8	2.3	6	-1	1.3
36) CCOC(=O)c1c(COc2ccccc2)oc2ccc(O)cc12
    -9	-11	-18	-29	.	.	.	0.8
37) Cc1nonc1C1CCCN1C(=O)c1cc(COc2ccc(F)cc2Cl)on1 (stereo not given)
    -5	17	-2	9	2.9	8	3	0.81
38) CC(C)(C)NC(=O)CN(C(=O)CSc1nnc(COc2ccccc2)o1)c1cccc(F)c1
    2	-2	-5	-6	-1.2	12	1	0.86
39) CCOC(=O)c1c(NC(=O)COC(=O)CNC(=O)c2ccco2)sc(C(C)=O)c1C
    7	-8	2	-15	1.6	-4	-5	0.91
40) O=C(COc1c(Br)cc(Br)c2cccnc12)N1CCc2ccccc2C1
    -6	35	-19	4	-0.6	5	0	0.95
41) CCn1c(O)c(N=NC(=O)CNC(=O)/C=C/c2ccccc2)c2ccccc21
    0	7	-17	-10	-0.7	28	1	0.98
42) O=C(NCCCN1CCCC1=O)c1ccc([N+](=O)[O-])s1
    3	-6	14	15	-1.7	18	0	1
43) Cc1cccc(OCC(O)CN2CCN(S(=O)(=O)c3ccc(C)cc3C)CC2)c1 (stereo not given)
    -2	-4	-12	-3	1.5	18	1	1.1
44) COc1ccc(S(=O)(=O)Cc2ccc(C(=O)NCc3ccccc3OC)o2)cc1
    -2	-11	3	-4	0.4	10	-3	1.1
45) Cc1nc(NCCN)c(C#N)c2c1COC(C)(C)C2
    -2	-6	0	10	-1.0	-427	3	1.1
46) CCC1(c2ccccc2)NC(=O)N(CC(=O)N(C)Cc2c(F)cccc2Cl)C1=O (stereo not given)
    1	3	-15	8	-1.5	4	1	0.95
47) CC1CC(C)CN(c2oc(-c3ccccc3F)nc2C#N)C1 (stereo not given)
    0	7	1	-9	0.0	-281	1	0.96
48) CCN1CCSc2ccc(C(=O)NCc3ccccc3C)cc21
    5	44*	12	54	-1.9	-405	-7	0.81
49) C(=N\Nc1nc(N2CCCC2)nc(N2CCCC2)n1)/c1cccnc1
    2	-6	7	2	1.9	2	-1	1.1
50) CC1(C)C2CCC(C2)C1(C)N=C1OC(CCl)CS1 (stereo not given)
    -1	-1	-3	6	2.5	30	4	1.1
51) Cc1cccc(OC2CCN(Cc3c(C(=O)N4CCCC4)nc4ccccn34)CC2)c1
    1	6	-1	3	0.1	-14	-3	0.98
52) CN(C(=O)c1cccc(NC(=O)Cc2ccc(NC(=O)C3CCCN(C(=O)C4CCCC4)C3)cc2)c1)C1CCC1 (stereo not given)
    -1	-4	.	1	-1.4	-6	2	.
53) Nc1nonc1-n1nnc(C(=O)N/N=C/c2cccc(F)c2)c1-c1ccccc1
    7	-11	14	85*	0.1	10	4	0.95
54) C[C@@H]1CC=C[C@H]2[C@H]1C(=O)N(Cc1ccccc1)[C@H]2c1ccc(-c2ccoc2)cc1F
    -2	10	-9	2	-1.0	2	-2	0.95
55) Nn1c(SCC(=O)N2CCN(S(=O)(=O)c3ccc(Cl)cc3)CC2)nnc1-c1cccs1
    -2	-10	-9	-5	-6.3	-6	-1	1.2
56) COc1ccc(C(=O)Oc2cc(OC)cc(OC)c2C(C)=O)cc1
    -2	-11	-6	-1	-0.2	2	4	0.93
57) CC[C@H](C)[C@@H](C(=O)NCCCCCCCCCCC(=O)N1CCNCC1)n1cc(CCCCCN)nn1
    -3	-6	-1	-3	34	22	0	0.77
58) C=CCc1cccc(/C=N/NC(=O)c2ccccc2OC)c1O
    -9	-13	8	79*	8.9	9	2	1.6
59) Nc1cc(=O)[nH]c(SCC(=O)Nc2cc(Cl)ccc2Cl)n1
    -1	-6	-2	-7	2.5	12	0	0.84
60) O=C(NCC1CCCO1)c1cc2ccccc2cc1O (stereo not given)
    1	4	10	23	-1.3	-172	-21	0.99
61) CCCC(=O)N(Cc1cc(=O)[nH]c2ccccc12)c1ccc(OC)cc1
    .	1	-4	2	-0.2	1	1	0.89
62) CCN(CC(=O)Nc1c(F)cccc1F)C(=O)CCSc1ccc(F)cc1
    -2	-7	0	1	-0.1	3	0	0.92
63) Cc1cc(=O)[nH]c(SCC(=O)Nc2nc3ccccc3s2)n1
    0	-4	0	-1	0.2	-78	-47	0.93
64) CCc1c(C)[nH]c2ccccc2c1=O
    9	15	-2	-18	3.5	6	2	0.95
65) Cc1cc(C(=O)CSc2nn3c(=O)c(C(C)(C)C)nnc3s2)c(C)n1C1CC1
    -8	8	-11	-6	2.3	2	-5	0.98
66) CCCN1C2CCCC1CC(NC(=O)c1ccccc1OC)C2 (stereo not given)
    -1	7	4	-13	0.0	18	0	0.86
67) O=C(NCCCn1ccnc1)C1CCN(S(=O)(=O)c2cc([N+](=O)[O-])ccc2Cl)CC1
    2	-5	-8	41	-0.1	34	-1	1.3
68) O=C1C2CC=CCC2C(=O)N1c1ccc(NCCc2ccccc2)c([N+](=O)[O-])c1 (stereo not given)
    1	-2	-6	14	4.2	31	4	0.86
69) Cc1ccc(C)c2c1cc(C)c1nnc(SCC(=O)c3cccs3)n12
    -2	-5	-24	60*	-0.3	-23	0	0.97
70) Cc1nn(-c2ccccc2)c(C)c1/C=C/C(=O)OC(C)C(=O)Nc1ncc(Cl)cc1Cl (stereo not given)
    -3	-5	5	10	-0.1	12	0	1.1
71) CC1CCCN(c2c([N+](=O)[O-])cc(C(=O)O)cc2[N+](=O)[O-])C1 (stereo not given)
    3	-4	-1	-25	2.4	12	0	0.83
72) OCn1ncn(-c2ccccc2)c1=S
    3	-5	-1	18	-1.5	15	0	1.3
73) CCC(Sc1nc2ccccc2[nH]1)C(=O)Nc1ccc(NC(C)=O)cc1 (stereo not given)
    0	-10	-7	3	0.3	12	1	1.2
74) O=S(=O)(NCC(c1cccnc1)N1CCN(Cc2ccccc2)CC1)c1cc(F)ccc1F (stereo not given)
    -1	-15	10	2	-2.4	1	-2	1.2
75) CN(CCC#N)C(=S)Nc1ccc(Oc2ccccc2)cc1
    0	0	-8	6	3.2	17	-1	1.2
